# Screening results (PubChem)
# NCI-60 one-dose screen, 48 h, at 10 µM unless noted. Numbers give growth in % (100 = growth as untreated, 0 = no growth, -100 = all killed).
# OVCAR-4: OVCAR-4 ovarian cancer cells | hit rate 3.7% among 80,000
# HCT-116: HCT-116 colon cancer; hit rate 7.3% among 82,000
# HT29: HT29 colon cancer; hit rate 7.4% among 81,000
# KM12: KM12 colon cancer cells | AID 1794800 | hit rate 5% among 82,000
# COLO 205: COLO 205 colon cancer; hit rate 7.3% among 79,000
# HCT-15: HCT-15 colon cancer | hit rate 5.2% among 82,000
# SW-620: SW-620 colon cancer. hit rate 5.2% among 82,000
# IGROV1: IGROV1 ovarian cancer; hit rate 4.7% among 79,000; AID 1794786
# SK-OV-3: SK-OV-3 ovarian cancer cells; hit rate 3.2% among 80,000
# * hit, by the source's call; · = no result given; & = joins results of further samples; ! = a repeat was not active. How the source made its calls: active means growth percent below 10; inactive means the rest. Only part of the results is shown; rates above refer to the full screens.
SMILES,OVCAR-4,HCT-116,HT29,KM12,COLO 205,HCT-15,SW-620,IGROV1,SK-OV-3
NC(N)=N/N=C\c1ccc2c(c1)OCO2,101,95,104,93,99,99,98,110,99
CC12CCC3C(CC=C4CC(O)CCC43C)C1C/C(=C\c1ccc(N(CCCl)CCCl)cc1)C2=O (configuration not stated),95,71,52,65,93,51,101,102,117
COP(=S)(OC)Oc1ccc([N+](=O)[O-])c(Cl)c1,103,98,85,93,101,104,95,109,102
CCCC1(CC(C)C)C(=O)NC(=S)NC1=O,107,105,94,102,94,104,105,111,92
COc1ccc(C(Cc2ccccc2)N2CCCCC2)cc1 (configuration not stated),95,83,79,105,105,97,105,99,95
CCC1COCC1Cc1cncn1C (configuration not stated),116,100,102,108,90,98,101,94,94
c1ccc(CSC(c2ccccc2)c2ccccc2)cc1,120,90,84,106,101,106,103,107,123
CC(=O)OC1=NC(C)c2c1cc(OC(C)=O)[nH]c2=O (configuration not stated),113,104,119,123,157,105,117,·,108
CC(C)CCC[C@@H](C)C1CCC2C3CCC4=C/C(=N/OC(=O)c5ccc(N(CCCl)CCCl)cc5)CC[C@]4(C)C3CC[C@@]21C (some centres not stated),96,95,94,101,111,98,105,98,105
CCc1ccccc1[N+](=O)[O-],113,104,111,106,94,100,120,120,97
CC1C(c2ccccc2)OCCN1C (configuration not stated),109,104,112,106,104,99,99,113,95
CCCn1cc(C(=O)C2C(C)(C)C2(C)C)c2ccccc21,110,85,84,96,95,92,97,114,120
CCCCCCCC[N+]12CN3CN(CN(C3)C1)C2,99,94,112,98,104,97,90,108,103
O=[N+]([O-])c1cc([N+](=O)[O-])c(Cl)s1,·,103,116,102,121,99,98,111,117
CC(Cc1ccccc1)NC(C#N)c1ccccc1 (configuration not stated),114,108,103,114,128,110,104,112,117
O=CN1N=C(c2ccc(F)cc2)CC1c1sc(N(CCCl)CCCl)nc1Cl (configuration not stated),110,89,89,90,99,94,93,86,84
C[C@]12CC[C@H]3[C@@H](CCC4=CC(=O)CC[C@@]43CCl)[C@@H]1CC[C@@H]2O,98,97,97,113,106,100,107,111,103
CC1(OO)CCC2CC1C2(C)C (configuration not stated),103,95,107,122,133,107,103,·,108
C[C@]12C[C@@H](CO)[C@H](O)C[C@@H]1CC[C@@H]1[C@@H]2CC[C@@]2(C)[C@H]1CC[C@]2(C)O,100,102,101,106,116,94,103,·,109
O=C1NC(=O)C(=Cc2cn(CC(O)Cn3cc(C=C4C(=O)NC(=O)NC4=O)c4ccccc43)c3ccccc23)C(=O)N1,100,79,88,94,·,103,102,97,102
CC(=O)C(c1ccccc1)c1ccccc1,93,103,107,103,118,98,·,108,103
COC(=O)C(=[N+]=[N-])C(=O)OC,97,94,101,110,·,105,100,110,101
CCCCCN(CCCCC)CC(O)c1ccc(I)cc1 (configuration not stated),114,72,51,94,83,90,71,102,103
CNC(=O)Oc1ccccc1-c1ccccc1,110,99,101,102,113,106,103,99,101
c1ccc2c(CNC3CCCCC3)c[nH]c2c1,101,101,107,112,106,109,104,104,107

# Just SW-620, HCT-116 and HT29, for 2 of the compounds above:
Structure	SW-620	HCT-116	HT29
CC(=O)OC1=NC(C)c2c1cc(OC(C)=O)[nH]c2=O (configuration not stated)	117	104	119
CC(C)CCC[C@@H](C)C1CCC2C3CCC4=C/C(=N/OC(=O)c5ccc(N(CCCl)CCCl)cc5)CC[C@]4(C)C3CC[C@@]21C (some centres not stated)	105	95	94

# Shown field by field: part of the list above.
> CCCn1cc(C(=O)C2C(C)(C)C2(C)C)c2ccccc21
  OVCAR-4 = 110; HCT-116 = 85; HT29 = 84; KM12 = 96; COLO 205 = 95; HCT-15 = 92; SW-620 = 97; IGROV1 = 114; SK-OV-3 = 120
> C[C@]12CC[C@H]3[C@@H](CCC4=CC(=O)CC[C@@]43CCl)[C@@H]1CC[C@@H]2O
  OVCAR-4 = 98; HCT-116 = 97; HT29 = 97; KM12 = 113; COLO 205 = 106; HCT-15 = 100; SW-620 = 107; IGROV1 = 111; SK-OV-3 = 103
> CC(=O)C(c1ccccc1)c1ccccc1
  OVCAR-4 = 93; HCT-116 = 103; HT29 = 107; KM12 = 103; COLO 205 = 118; HCT-15 = 98; SW-620 = ·; IGROV1 = 108; SK-OV-3 = 103
> CC(Cc1ccccc1)NC(C#N)c1ccccc1 (configuration not stated)
  OVCAR-4 = 114; HCT-116 = 108; HT29 = 103; KM12 = 114; COLO 205 = 128; HCT-15 = 110; SW-620 = 104; IGROV1 = 112; SK-OV-3 = 117

# The main list resumes with the 7 entries that preceded the break.
SMILES,OVCAR-4,HCT-116,HT29,KM12,COLO 205,HCT-15,SW-620,IGROV1,SK-OV-3
C[C@]12C[C@@H](CO)[C@H](O)C[C@@H]1CC[C@@H]1[C@@H]2CC[C@@]2(C)[C@H]1CC[C@]2(C)O,100,102,101,106,116,94,103,·,109
O=C1NC(=O)C(=Cc2cn(CC(O)Cn3cc(C=C4C(=O)NC(=O)NC4=O)c4ccccc43)c3ccccc23)C(=O)N1,100,79,88,94,·,103,102,97,102
CC(=O)C(c1ccccc1)c1ccccc1,93,103,107,103,118,98,·,108,103
COC(=O)C(=[N+]=[N-])C(=O)OC,97,94,101,110,·,105,100,110,101
CCCCCN(CCCCC)CC(O)c1ccc(I)cc1 (configuration not stated),114,72,51,94,83,90,71,102,103
CNC(=O)Oc1ccccc1-c1ccccc1,110,99,101,102,113,106,103,99,101
c1ccc2c(CNC3CCCCC3)c[nH]c2c1,101,101,107,112,106,109,104,104,107
COc1ccc(CC(C)NCc2ccccc2)cc1OC (configuration not stated),108,91,103,99,112,100,89,92,107
CC(C)NC(=O)NC(=O)CI,·,108,108,108,115,107,95,105,105
CC1(C)N=C(N)N=C(N)N1c1ccc(CCC(=O)Nc2cccc(S(=O)(=O)F)c2)cc1,·,41,66,75,93,82,52,39,101
Cc1cc(N)ccc1S(=O)(=O)F,105,·,101,97,105,101,106,119,100
O=P(N1CC1)(N1CC1)N1CCc2ccccc21,115,94,104,113,117,115,101,130,111
COC(=O)C1=COC(C)C2CN3CCC4(C(=O)Nc5ccccc54)C3CC12 (configuration not stated),118,99,91,104,104,105,113,100,102
C=CC(O)P(=O)(OC)OC (configuration not stated),·,96,101,108,109,105,102,108,111
CC(C)(C)C1COC(=O)C1 (configuration not stated),94,103,109,113,110,95,104,93,105
CC(=O)c1c(O)[nH]c(=S)[nH]c1=O,103,106,104,101,110,104,99,96,118
CCOP(=O)(CC(N)=O)OCC,106,100,99,104,·,105,104,111,100
COc1ccc(/C=C/C(=O)c2cc(S(=O)(=O)N(CCCl)CCCl)c(OC)cc2OC)cc1,90,83,105,89,120,87,103,88,103
O=C1NC(=O)C(CCOc2ccccc2)(CCc2ccccc2)C(=O)N1,103,98,92,107,102,101,101,97,100
O=[N+]([O-])c1ccc(OCCCOc2ccc(S(=O)(=O)F)cc2)c(Cl)c1,79,86,102,92,101,86,99,91,98
CC1CN1P(=O)(N1CC2CCC(CC2)C1)N1CC1C (configuration not stated),·,91,94,116,110,102,102,85,101
CC1Cc2cc3c(cc2CN1C)OCO3 (configuration not stated),94,97,110,99,110,105,106,104,98
COc1ccc(C(CN(C)C)C2(O)CCCCC2)cc1 (configuration not stated),119,105,101,109,107,106,103,109,117
COC(=O)CN1CC1,120&103,108&93,126&94,110&108,105&113,104&118,112&104,103&108,93&111
O=C([O][Hg][CH2]C1COCC([CH2][Hg][O]C(=O)c2ccccc2)O1)c1ccccc1 (configuration not stated),90,·,50,102,-23*,-83*,-91*,·,118
Cn1c(=O)c2nncnc2n(C)c1=O,108,109,112,109,147,106,105,117,115
O=S(=O)(c1ccc(Cl)cc1)c1ccc(Cl)cc1,114&99,97&101,99&112,99&104,106&109,103&106,99&101,101&100,94&105
NC(N)=N/N=C\c1c[nH]c2ccccc12,107,94,107,116,121,112,100,152,103
O=C(NC(O)C(Cl)(Cl)Cl)c1ccccc1 (configuration not stated),100,102,109,101,115,95,104,103,108
Clc1ccc(Br)cc1,107,98,109,119,117,107,115,101,95
CCCNC(=O)CC(C)(C)C(=O)N[C@H]1N=C(c2ccccc2)c2ccccc2N(C)C1=O,104,109,104,110,112,100,112,104,110
CCOC(=O)C(O)(c1ccc(Cl)cc1)c1ccc(Cl)cc1,106,102,97,109,98,105,98,101,96

# The final 2 entries of the section above come first, to join the parts.
SMILES,OVCAR-4,HCT-116,HT29,KM12,COLO 205,HCT-15,SW-620,IGROV1,SK-OV-3
CCCNC(=O)CC(C)(C)C(=O)N[C@H]1N=C(c2ccccc2)c2ccccc2N(C)C1=O,104,109,104,110,112,100,112,104,110
CCOC(=O)C(O)(c1ccc(Cl)cc1)c1ccc(Cl)cc1,106,102,97,109,98,105,98,101,96
O=[N+]([O-])/C=C/c1ccc(O)cc1,122,70,104,110,109,97,104,·,93
CC1(C)N=C(N)N=C(N)N1c1ccc(CCCCc2ccc(Cl)cc2S(=O)(=O)F)c(Cl)c1,50,15,11,16,16,22,12,31,44
O=C(O)/C=C/c1ccccc1,107,106&111,106&106,108&118,120&122,100&92,98&109,108&116,110&125
CN(C)CCSC1=Nc2ccc(Cl)cc2C(c2ccccc2Cl)=NC1,108&108,102&99,102&97,103&103,107&109,106&100,102&104,109&115,82&85
Cc1c(OCC(=O)N/N=C/c2ccc(N(CCCl)CCCl)cc2)ccc2c(=O)c3ccccc3oc12,85,81,84,85,104,74,70,86,105
ClCCN(Cc1ccccc1)Cc1ccccc1,103,109,118,100,111,109,97,110,118
CCCCCCC(C)(C)c1cc(O)c2c(c1)OC(C)(C)C1CC=C(C(=O)O)CC21 (configuration not stated),90,86,100,96,107,96,73,·,81
Cn1cc([N+](=O)[O-])cc1C(=O)C(Cl)(Cl)Cl,104,93,105,98,109,113,113,37,105
COC(=O)C12CCc3cc(OC)ccc3C1=CC(=O)C2 (configuration not stated),117,119,103,106,103,97,108,·,97
O=C1CC2OCC=C3CN4CC[C@]56c7ccccc7N1C5[C@H]2[C@H]3CC46 (some centres not stated),96,96,102,106,108,98,109,96,113
NC(=O)SCC(=O)Nc1ccc([As](=O)(O)O)cc1,100,86,94,98,76,81,74,66,135
CC(=O)OC(C(=O)O)(c1ccccc1)c1ccccc1,110,87,96,103,116,108,110,112,100
O=[N+]([O-])c1ccccc1N1CCNCC1,99,101,85,101,104,105,104,85,96
CCCCCCCCCCCCCC[P+](CCCCCC)(CCCCCC)CCCCCC,-92*,-71*,-58*,-100*,-65*,7.5*,-86*,·,-3.3*
CCCCCCCCNCC(O)c1ccc(Cl)c(Cl)c1 (configuration not stated),111,83,67,106,97,108,96,75,98
Cc1cc([N+](=O)[O-])c2ccccc2[n+]1[O-],58&84,0.6*,-49*,-59*,-95*,-13*,-30*,5.5*!,7.7*!
COc1cc(C=Nc2cc(Cl)cc(Cl)c2)ccc1N(CCCl)CCCl,99,90,81,51,77,96,76,57,91
Cn1cc(-c2csc(-c3cn(CCN4CCOCC4)c4ccc(Br)cc34)n2)c2cccnc21,72,79,73,63,76,52,92,67,93
CCN1C[C@@]2(COC)C3[C@@H](OC)[C@H]4[C@@H]1[C@]3(C(OC)C[C@H]2O)C1C[C@@]2(O)[C@H](OC(=O)c3ccccc3)C1[C@]4(OC(C)=O)[C@@H](O)[C@@H]2OC (some centres not stated),103,101,101,108,106,101,96,109,97
Nc1nc([Se])c2ncn(C3OC(CO)C(O)C3O)c2n1 (configuration not stated),80,28,55,82,124,86,82,·,78
O=Cc1cn(Cc2ccccc2)c2ccccc12,55,68,92,101,15,106,92,-21*,61
CCOP(=O)(CC#N)OCC,99,102,103,100,107,98,101,115,104
CC12CCC3C(CC=C4CC(O)CCC43C)C1C/C(=C\c1ccc(OCC(=O)N3CCCC3)cc1)C2=O (configuration not stated),108,104,115,107,100,104,108,98,105
Cn1c(=O)c2[nH]cnc2n(C)c1=O,117,102,105,104,93,111,108,105,102
CCCN(CC(=O)O)N=O,104,94,102,106,111,109,109,112,101
CN[C@]1(c2ccccc2Cl)CCCC[C@@H]1NCCCN1CCCC1,98,95,87,103,97,97,96,104,92
OC(CNC1CCCCC1)c1ccccc1 (configuration not stated),·,113,108,107,114,109,109,113,98
